# Assay outcomes deposited in PubChem BioAssay by Fisher Drug Discovery Resource Center.
# mcGAS inh: mouse cGAS inhibition by luminescence. hit rate 0.15% among 160,000. Q8C6L5. inhibition, % at 12.5 µM. recombinant cGAS, Kinase-Glo ATP depletion luminescence;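 further: 0% = negative control wells and 100% = reference inhibitor with no enzyme activity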
# NPYLR7 agonist: activates Aedes aegypti NPYLR7 receptor. HEK293T NPYLR7/Galpha15, GCaMP6s calcium fluorescence. hit rate 0.15% among 270,000. AID 1259423. activation, % at 10 µM; in the data active means activation above about 40%;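 further: 0% = vehicle and 100% = reference agonist at the receptor; some compounds past the cut are filed as inactive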
# hcGAS lum: inhibitors of human cGAS; Q8N884; recombinant h-cGAS, ATP depletion, Kinase-Glo luminescence; inhibition, % at 12.5 µM; hit rate 0.081% among 290,000;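 further: 0% = vehicle reaction and 100% = reaction without DNA for no activity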
# Target sequence (Q8N884 whole entry, looked up): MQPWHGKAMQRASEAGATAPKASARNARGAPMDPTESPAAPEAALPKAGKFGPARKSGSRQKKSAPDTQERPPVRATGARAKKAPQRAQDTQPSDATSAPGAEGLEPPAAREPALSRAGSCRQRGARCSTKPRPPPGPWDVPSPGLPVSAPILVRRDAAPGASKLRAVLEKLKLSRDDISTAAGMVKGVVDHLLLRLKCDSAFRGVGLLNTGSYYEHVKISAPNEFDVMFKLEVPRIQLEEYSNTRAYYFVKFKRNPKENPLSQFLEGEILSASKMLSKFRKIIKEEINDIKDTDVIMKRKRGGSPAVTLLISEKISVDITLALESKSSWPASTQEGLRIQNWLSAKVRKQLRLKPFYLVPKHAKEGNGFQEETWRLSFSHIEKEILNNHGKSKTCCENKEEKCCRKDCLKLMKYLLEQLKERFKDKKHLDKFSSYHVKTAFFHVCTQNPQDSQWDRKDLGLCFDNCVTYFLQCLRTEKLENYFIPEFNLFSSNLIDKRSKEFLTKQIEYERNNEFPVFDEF
# * = called active by the depositor; . = no result given. Unless noted, no stated cut-off is given here; in the data, active means inhibition above about 40%; inactive means the rest. This is a random part of the collection; about 0.27% have a hit in one of these screens.
# The first 24 entries as a preview:
SMILES	mcGAS inh	NPYLR7 agonist	hcGAS lum
COc1ccc(NC(=O)CC(NCCCN(C)C)C(=O)O)cc1 (configuration not stated)	-5	-3	1
CC(=O)Nc1ccc(S(=O)(=O)Oc2cccc(CN(Cc3ccco3)C(=O)NC(C)(C)C)c2)cc1	-7	32	-9
CN(c1ccccc1)N1C(=O)c2ccccc2NC12CCN(C(=O)c1ccc3nonc3c1)CC2	.	-1	-6
CCCCNC1=NCCCS1	.	9	3
O=C(CCc1cccnc1)N[C@@H]1c2ccccc2C2(CCNCC2)[C@H]1O	.	6	-3
CN1CCc2cc(C(CNC(=O)NC(C)(C)C)N3CCCC3)ccc21 (configuration not stated)	-8	-6	-7
Cc1ccc(C(=O)Nc2cnc3n2CCCC3)cc1N1CCNC1=O	-8	-5	-3
N#CCCCN1CCN(C(=O)c2ccc(-c3cc(-c4cccc(C(F)(F)F)c4)n[nH]3)cc2)CC1	-9	-3	-9
CC(=O)Nc1ccccc1-c1nnc2c3ccccc3c(C)nn12	-7	2	-12
COCCN1CC(O)CN(C(=O)c2ccc(OC)cc2)CC1=O (configuration not stated)	-8	0	-9
CCc1ccc(OCC(O)CN2CCCCC2)cc1 (configuration not stated)	-3	7	-1
OC[C@H]1O[C@@H](n2cnc3c(NC4CCCC4)nc(Cl)nc32)[C@@H](O)C1O (some centres not stated)	.	13	-3
CC1=CC(C)(C)N2C(=O)C(C(C#N)C#N)(C3NC(=S)NC3=O)c3cc(C)cc1c32 (configuration not stated)	.	3	4
O=C(Nc1cnc2n1CCCC2)c1ccc(-n2cnnc2)cc1	.	15	-8
N=C1SCCN1CC(O)c1ccccc1 (configuration not stated)	.	2	-4
Cc1cc(C(C)(C)C)cc(C)c1S(=O)(=O)Nc1ccccc1S(=O)(=O)N1CCOCC1	-5	13	-6
CCCOC(=O)C1=C(C)N(CC)C(=O)NC1c1ccc(Br)cc1 (configuration not stated)	-6	-3	-4
O=C(CC1c2ccccc2CCc2ccccc21)NCCN1CCOCC1	.	4	-6
CCN(C(=O)C(C)S(=O)(=O)C(C)C)c1cc(C)cc(C)c1 (configuration not stated)	.	0	-11
CC(Cl)C(=O)Nc1cccc(-c2cccc(-c3ccc4c(c3)OCCO4)n2)c1 (configuration not stated)	-9	4	-12
Cc1ccc(-n2ncc3c(=O)n(NC(=O)c4ccccc4C(F)(F)F)cnc32)cc1C	.	4	-1
COc1ccc(-c2c(NC(=O)CC(C)C)oc3c(C)cccc3c2=O)cc1OC	.	4	-2
O=C(NCCOc1ccc(-c2ccccc2)nn1)C1c2ccccc2Oc2ccccc21	-4	-4	-9
COCCNC(=O)NC(=O)COC(=O)c1oc2ccccc2c1C	-5	10	-6

# The whole of this part, from the start:
SMILES	mcGAS inh	NPYLR7 agonist	hcGAS lum
COc1ccc(NC(=O)CC(NCCCN(C)C)C(=O)O)cc1 (configuration not stated)	-5	-3	1
CC(=O)Nc1ccc(S(=O)(=O)Oc2cccc(CN(Cc3ccco3)C(=O)NC(C)(C)C)c2)cc1	-7	32	-9
CN(c1ccccc1)N1C(=O)c2ccccc2NC12CCN(C(=O)c1ccc3nonc3c1)CC2	.	-1	-6
CCCCNC1=NCCCS1	.	9	3
O=C(CCc1cccnc1)N[C@@H]1c2ccccc2C2(CCNCC2)[C@H]1O	.	6	-3
CN1CCc2cc(C(CNC(=O)NC(C)(C)C)N3CCCC3)ccc21 (configuration not stated)	-8	-6	-7
Cc1ccc(C(=O)Nc2cnc3n2CCCC3)cc1N1CCNC1=O	-8	-5	-3
N#CCCCN1CCN(C(=O)c2ccc(-c3cc(-c4cccc(C(F)(F)F)c4)n[nH]3)cc2)CC1	-9	-3	-9
CC(=O)Nc1ccccc1-c1nnc2c3ccccc3c(C)nn12	-7	2	-12
COCCN1CC(O)CN(C(=O)c2ccc(OC)cc2)CC1=O (configuration not stated)	-8	0	-9
CCc1ccc(OCC(O)CN2CCCCC2)cc1 (configuration not stated)	-3	7	-1
OC[C@H]1O[C@@H](n2cnc3c(NC4CCCC4)nc(Cl)nc32)[C@@H](O)C1O (some centres not stated)	.	13	-3
CC1=CC(C)(C)N2C(=O)C(C(C#N)C#N)(C3NC(=S)NC3=O)c3cc(C)cc1c32 (configuration not stated)	.	3	4
O=C(Nc1cnc2n1CCCC2)c1ccc(-n2cnnc2)cc1	.	15	-8
N=C1SCCN1CC(O)c1ccccc1 (configuration not stated)	.	2	-4
Cc1cc(C(C)(C)C)cc(C)c1S(=O)(=O)Nc1ccccc1S(=O)(=O)N1CCOCC1	-5	13	-6
CCCOC(=O)C1=C(C)N(CC)C(=O)NC1c1ccc(Br)cc1 (configuration not stated)	-6	-3	-4
O=C(CC1c2ccccc2CCc2ccccc21)NCCN1CCOCC1	.	4	-6
CCN(C(=O)C(C)S(=O)(=O)C(C)C)c1cc(C)cc(C)c1 (configuration not stated)	.	0	-11
CC(Cl)C(=O)Nc1cccc(-c2cccc(-c3ccc4c(c3)OCCO4)n2)c1 (configuration not stated)	-9	4	-12
Cc1ccc(-n2ncc3c(=O)n(NC(=O)c4ccccc4C(F)(F)F)cnc32)cc1C	.	4	-1
COc1ccc(-c2c(NC(=O)CC(C)C)oc3c(C)cccc3c2=O)cc1OC	.	4	-2
O=C(NCCOc1ccc(-c2ccccc2)nn1)C1c2ccccc2Oc2ccccc21	-4	-4	-9
COCCNC(=O)NC(=O)COC(=O)c1oc2ccccc2c1C	-5	10	-6
COC(=O)c1ccc(OCCCCOc2ccccc2OC)cc1	.	-3	-5
Cc1cccc(Cn2cccc2CN(CCN2CCOCC2)Cc2ccc(Cl)cc2Cl)c1	-3	1	-3
CC(C)(C)CC(=O)NCCN1CCn2cc(OCc3ccccc3)c(=O)cc2C1=O	.	10	-11
CSCC(C)NCCCc1nc2ccc(F)cc2[nH]1 (configuration not stated)	.	5	-2
O=C(c1ccco1)N1CCNCC1	-2	5	2
CCOC(=O)c1cc(-c2ccc(OC)cc2)n(C2CCN(C(=O)C3C[C@H]3c3ccccc3)CC2)n1 (some centres not stated)	-7	.	-11
COc1cc(Cl)ccc1C(=O)NC1CCc2cnn(C(C)C)c2C1 (configuration not stated)	.	-2	-5
Cc1ccc(C)c(-n2c(CNC(=O)c3ccco3)nnc2SCC(=O)Nc2nc3ccccc3s2)c1	-5	14	-5
COc1ccccc1-c1cccc(-c2cccc(NC(=O)c3ccc(F)cc3C(F)(F)F)c2)n1	-5	24	-7
O=C(NC1CCCCC1)c1cn[nH]c1-c1ccc(F)cc1	-2	-2	1
Nc1cc(-c2ccc(Cl)cc2)nn1-c1ccc(C(=O)Nc2cccc(Oc3ccccc3)c2)cc1	-2	-7	-3
CC(C)CCN(CC(=O)N1CCNC1=O)C1CC1	.	0	-8
N#CCSCC(=O)Nc1ccc(C#N)cc1	.	0	3
CC(C)NC(=O)c1nc(Cn2c(C(F)F)nc3ccccc32)no1	.	9	-14
COc1ccc(C2=NOC(CN(Cc3cccc(Cl)c3)C(=O)C3CCC3)C2)cc1 (configuration not stated)	-6	22	-3
Cc1oc2nc[nH]c(=O)c2c1C(=O)OC(C)C(=O)NC1CCCC1 (configuration not stated)	.	1	-5
Cc1cccc(-n2ncc3c(=O)[nH]c(-n4nc(C)cc4NC(=O)C4CCCC4)nc32)c1	-5	.	-10
COc1ccc(CNC(=O)Cn2nc(C(F)(F)F)c(Br)c2C)cc1	.	-2	-6
CCCCN(Cc1cccn1Cc1cccc(C)c1)C(=O)CN(CCC)C(=O)c1ccc(C(C)(C)C)cc1	-4	-1	-9
Cc1ccccc1C(=O)NCC1CN(c2cccc(Cl)c2)C(=O)O1 (configuration not stated)	.	2	-2
COc1ccc(OC)c2sc(N(Cc3ccccc3)C(=O)c3ccc([N+](=O)[O-])o3)nc12	-10	0	-7

# The last 4 records of the part above open the next one.
canonical_smiles	mcGAS inh	NPYLR7 agonist	hcGAS lum
COc1ccc(CNC(=O)Cn2nc(C(F)(F)F)c(Br)c2C)cc1	.	-2	-6
CCCCN(Cc1cccn1Cc1cccc(C)c1)C(=O)CN(CCC)C(=O)c1ccc(C(C)(C)C)cc1	-4	-1	-9
Cc1ccccc1C(=O)NCC1CN(c2cccc(Cl)c2)C(=O)O1 (configuration not stated)	.	2	-2
COc1ccc(OC)c2sc(N(Cc3ccccc3)C(=O)c3ccc([N+](=O)[O-])o3)nc12	-10	0	-7
Cc1nccn1C1(C(=O)O)CCN(S(=O)(=O)N2CCCC2)CC1	-6	.	-14
O=C(Cn1c(C(F)(F)F)nc2ccccc21)Nc1ccc2c(c1)CCC(=O)N2	.	-1	2
COCCOc1nc(-c2ccccc2F)n(-c2cccc(NC(=O)c3ccc(C(F)(F)F)cc3)c2)n1	-4	.	-4
CCc1[nH]n(C(C)(C)C)c(=O)c1C1=C(N2CCCC2)C(=O)N(Cc2ccc(F)cc2)C1=O	-5	-2	-6
Cc1ccc(C)c(OCC(=O)N2CCCCC2c2cccnc2)c1C (configuration not stated)	-18	-2	-5
Cn1nc(-c2ccccc2)c2c1NC(=O)CC2COCc1ccccc1 (configuration not stated)	-12	14	-8
COc1cn(CC(=O)NC(C)(C)C)c(CN2CCOCC2)cc1=O	-8	3	-6
Cc1nc2c(c(=O)[nH]1)CCN(Cc1cc3n(n1)CCNC3)CC2	-12	3	-8
Cc1c(C(=O)O)nnn1-c1ccccc1	-6	-2	-2
COC(=O)c1cnn(-c2nc(OC)cc(OC)n2)c1C	.	5	-3
CC(CNC1CCSCC1)N(C)c1ccccc1 (configuration not stated)	-11	4	-8
CC(C)Nc1ccc(C(=O)NC23CC4CC(CC(C4)C2)C3)cn1	-7	-1	-5
CC(C)C(=O)N1N=C2CCCCC2C1(O)C(F)(F)F (configuration not stated)	-5	.	-6
C=C1C(C(=O)NCC2CCCO2)C1C(=O)NCC1CCCO1 (configuration not stated)	.	-9	0
CCc1ccc(Cl)c(CC)c1NC(=O)c1ccc(=O)n(C)n1	.	10	-12
O=C(CSc1ncnc2sccc12)NNC(=O)c1cccs1	.	-2	-2
Cc1nc2scc(-c3cccc(NS(C)(=O)=O)c3)n2c(=O)c1C	-8	-6	-8
COc1ccc(C(=O)N2C[C@H]3C[C@H](C2)[C@@H]2CCCC(=O)N2C3)cc1OC	-13	-2	-6
COc1ccc(CN(C)C(=O)NCC2CC=CCC2)cc1 (configuration not stated)	.	6	-11
O=S(=O)(Nc1cccc(N2CCC(NCc3ccncc3)CC2)c1)c1ccc(F)cc1	.	10	-7
COc1cc(C=NCC2(N3CCCCC3)CCCCC2)ccc1OCC#N	.	19	-4
CCc1ccc(NC(=O)CSc2nc(=O)n(CCCN(C)C)c3c2CCCC3)cc1	-6	4	-1
Cc1nnc(C(C)N2CCN(C(=O)c3cccc4ccccc34)CC2)o1 (configuration not stated)	.	-1	-9
O=C1/C(=C/c2ccc3c(c2)OCO3)Oc2c1ccc1c2CN(CC2CCCO2)CO1 (configuration not stated)	-7	83*	-6
O=C1NC2(CCCCC2)C(=O)N1CN1CCCC1c1ccc2c(c1)OCCCO2 (configuration not stated)	-6	1	-10
COc1ncc(C(=O)N2CCC(O)(c3ccc(C)cn3)CC2)cn1	.	-2	-5
CC1(C)CC2C1CC[C@]1(C)CCC3C(C(=O)O)CC(=O)O[C@@]32C1 (some centres not stated)	.	-9	-3
O=C(CN1CCOc2ccccc2C1)N1CCC2(CCCO2)CC1	-13	10	-5
Cc1cc(Br)ccc1NS(=O)(=O)c1cnc[nH]1	.	0	-7
CC(C)NC(=O)c1nnc2n1CCN(Cc1ccc3ccccc3c1)C2	.	8	-8
Cc1oc(-c2ccccc2Cl)cc1C(=O)N1CCNC(=O)CC1	.	3	-4
CC(C)NCc1nccn1Cc1cccc(F)c1	-1	-8	1
CC1CCN(c2ccc(NC(=O)c3ccc(Cl)c(Cl)c3)cc2C(=O)NCc2ccc(F)cc2)CC1	-4	.	-2
CC(C)C(C)N(Cc1nc(C(=O)O)co1)Cc1ccc(Cl)cc1Cl (configuration not stated)	-2	6	-3
CSc1nccc(-c2c(C)cc(C)cc2C)n1	.	7	-8
O=C(Nc1cc(-c2cccc(Br)c2)ncn1)C1(c2ccccc2)CC1	-17	14	-8
COc1ccc(S(=O)(=O)N2CCCC(C)C2)cc1N1CCN(C(=O)c2ccc(F)cc2C(F)(F)F)CC1 (configuration not stated)	-8	22	0
CC(C)(C)OC(=O)N1CCC(CN2CCCC2c2ccc(F)cc2)CC1 (configuration not stated)	-11	31	-5
CC(C)CN1C(=O)/C(=C/c2cccs2)N(C)C1=S	-7	26	-2
CCOC(=O)c1nc2ccccc2nc1N1CCN(C(=O)COCc2ccccc2)CC1	-8	.	-2
CN1C(=S)Cc2cc(Br)ccc21	.	2	3
COc1ccc(CNC(=O)c2sc(=O)n(Cc3c(C)noc3C)c2C)cc1OC	.	5	-5
